RXFP1 ag: agonists of human relaxin receptor RXFP1. actives 0.3% (n = 370,000). HEK293T-RXFP1 cAMP TR-FRET, 30 min; response scale: percent of porcine relaxin response, buffer zero. Potency, µM (doses to about 57.5 µM), without a hit: at the top dose activation, actives largely listed as activators. Q9HBX9. AID 2676; further: potency means the concentration at half of the fitted maximal effect; on the % scale 0 is the no-effect control and ±100 the full control effect; nearly all actives have a fitted effect of over 60% in size; many of its hits are not listed in these tables
Target sequence (Q9HBX9 whole entry, looked up): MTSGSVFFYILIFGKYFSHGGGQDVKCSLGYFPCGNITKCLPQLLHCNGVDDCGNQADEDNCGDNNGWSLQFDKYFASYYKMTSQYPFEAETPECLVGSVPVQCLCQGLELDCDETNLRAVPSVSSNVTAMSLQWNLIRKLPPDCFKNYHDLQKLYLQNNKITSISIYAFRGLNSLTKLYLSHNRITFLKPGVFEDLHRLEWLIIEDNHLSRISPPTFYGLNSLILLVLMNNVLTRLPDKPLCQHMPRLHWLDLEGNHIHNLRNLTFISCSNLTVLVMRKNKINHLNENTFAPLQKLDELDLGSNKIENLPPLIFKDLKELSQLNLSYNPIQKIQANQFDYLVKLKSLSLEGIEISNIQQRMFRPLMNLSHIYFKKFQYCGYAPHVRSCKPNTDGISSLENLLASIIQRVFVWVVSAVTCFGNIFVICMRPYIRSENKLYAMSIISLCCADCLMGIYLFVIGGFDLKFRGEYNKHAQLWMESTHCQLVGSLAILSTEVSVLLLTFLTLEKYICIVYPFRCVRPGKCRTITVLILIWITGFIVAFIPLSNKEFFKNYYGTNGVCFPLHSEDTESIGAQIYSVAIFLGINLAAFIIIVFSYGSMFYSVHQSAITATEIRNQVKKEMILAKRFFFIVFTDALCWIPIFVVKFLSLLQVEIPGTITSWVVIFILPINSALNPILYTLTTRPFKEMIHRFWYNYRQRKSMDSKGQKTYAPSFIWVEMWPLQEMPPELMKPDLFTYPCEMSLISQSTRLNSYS
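Agonist response is measured as cAMP accumulation in an RXFP1-transfected HEK293T line under PDE4 inhibition. Values are scaled between buffer-only and 29 nM porcine relaxin, and EC50s come from standard Hill equation fits.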
Anesthetic bind: candidate novel general anesthetic via apoferritin binding; apoferritin/1-aminoanthracene competitive binding, fluorescence; AID 485281; actives 0.074% (n = 350,000); Potency, µM (highest dose often 77.5 µM), for the others: at the highest dose activity change, negative = displacement, actives largely listed as inhibitors; further: potency means the concentration at half of the fitted maximal effect; on the % scale 0 is the no-effect control and ±100 the full control effect; nearly all actives have a fitted effect of over 20% in size
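Probe: 1-aminoanthracene (50% saturated, PBS). Protein: horse-spleen apoferritin, 10 uM. Incubation: 10 min, room temperature. Detection: 380 nm excitation, 535 nm emission. Analysis: normalized response, four-parameter Hill.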
D1 potentiator: enhances dopamine response at the human D1 receptor | actives 0.036% (n = 360,000) | AID 504651 | HEK293 TREx D1 cells, calcium flux, dopamine EC20 potentiation | potentiation, % at 10 µM; in the data active means potentiation above about 30%; further: 0% is about no effect
RXFP1 antag: antagonists of human relaxin receptor RXFP1 | Q9HBX9 | HEK293-RXFP1, relaxin-stimulated cAMP HTRF, 30 min; active compounds read low | activity change, negative = inhibition, % at 57.5 µM | actives 0.59% (n = 350,000);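 active means activity change of -60% or lower, but not beyond a set lower limit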; further: on the % scale 0 is the no-effect control and ±100 the full control effect
TRHR agonist: TRH receptor (human) agonism | activation, % at 2 µM | P34981 | actives 0.18% (n = 360,000) | TRHR cells, calcium flux fluo-8, FDSS agonist mode; in the data active means activation above about 30%; further: 0% is about no effect
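Fluo-8-loaded TRHR cells; 10 s baseline, compound added, kinetic Ca2+ fluorescence read 1/s, agonist mode.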
TRHR PAM: allosteric enhancers of human TRH receptor; TRHR cells, fluo-8 calcium fluorescence, EC20 TRH enhancement; AID 493056; actives 0.66% (n = 360,000); enhancement, % at 2 µM; in the data active means enhancement above about 30%; further: 0% is about no effect
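Enhancer read-out: after compound pinning and an initial kinetic agonist-mode read, an EC20 of TRH (10 nM final) was injected and fluo-8 calcium signal (Ex 480/Em 530) followed at 1 s/cycle for 100 cycles in TRHR-expressing cells.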
D2 PAM: positive allosteric modulators of human D2 dopamine receptor; actives 0.34% (n = 340,000); HEK293 T-REx D2, calcium flux, EC20 dopamine potentiation; potentiation, % at 10 µM; P14416;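 active means potentiation over 3 SD above the plate norm, cut at about 30% in these data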; further: 0% is about no effect
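Cells plated with tetracycline inducer and held overnight at 30 C; calcium dye loaded 30–90 min at room temperature; baseline taken, compound added and read 180 s; EC20 dopamine then added and read 180 s.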
D1 ag: agonists of human D1 dopamine receptor; HEK293 T-REx D1 cells, calcium flux, agonist mode; activation, % at 2 µM; actives 1% (n = 360,000); AID 504660; in the data active means activation above about 30%; further: 0% is about no effect
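Agonism was scored from calcium flux recorded over 180 s (1 read/s) after pintool compound addition, following a 10-cycle baseline. Cells were inducible force-coupled HEK293 TREx D1, plated overnight at 30 C and loaded with no-wash calcium dye.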
D1 antagonist: blocks dopamine activation of the human D1 receptor. P21728. AID 504652. activity change, negative = inhibition, % at 10 µM. actives 3.2% (n = 360,000). HEK293 TREx D1 cells, calcium flux, dopamine EC80; active compounds read low; in the data active means activity change below about -30%; further: on the % scale 0 is the no-effect control and ±100 the full control effect
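Antagonism measured as reduced calcium response to an EC80 dopamine addition following 180 s compound pre-read; cells were inducible HEK293 Trex D1 plated overnight at 30 C, read kinetically at 1 cycle/sec.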
Numbers without * were called inactive; nt = not tested or not shown. Unless noted, the call rests on the fitted dose curve; in most records, active means well fitted curve in the direction sought with a large enough effect; inconclusive means small, poorly fitted or top-dose-only effect, or another doubt; inactive means no such curve, though single readings can be large; an effect the other way counts as inactive or inconclusive.

Keys – A = RXFP1 ag; B = Anesthetic bind; C = D1 potentiator; D = RXFP1 antag; E = TRHR agonist; F = TRHR PAM; G = D2 PAM; H = D1 ag; I = D1 antagonist
1	COc1ccc(OCC(O)CNC(=O)Nc2ccccc2)cc1 (stereo not drawn)
  A = -1.2% | B = -1% | C = -1 | D = -31 | E = -1.0 | F = -2 | G = -3 | H = 0 | I = 8

2	CCN(CCCNC(=O)C1CCN(S(=O)(=O)CC)CC1)c1cccc(C)c1
  A = 0.6% | B = -9% | C = -5 | D = -6 | E = -0.6 | F = 11 | G = -5 | H = -1 | I = 0

3	O=C(Nc1ccc(-c2nc3ncccc3o2)cc1)c1ccc(Br)o1
  A = 16% | B = 4% | C = -4 | D = -9 | E = 0.1 | F = 1 | G = -4 | H = 9 | I = -10

4	CCOC(=O)Cn1c(=N)n(CCOc2ccc(F)cc2)c2ccccc21
  A = -1.0% | B = -9% | C = -7 | D = -10 | E = 0.4 | F = -1 | G = 4 | H = 11 | I = -5

5	COC(=O)c1cc(NC2c3ncccc3C(=O)N2Cc2ccccc2)cc(C(=O)OC)c1 (stereo not drawn)
  A = 2.0% | B = -11% | C = -6 | D = 0 | E = 0.2 | F = 4 | G = -2 | H = 1 | I = -2

6	O=C(NCc1nc2ccccc2[nH]1)C1=C[C@@H](c2csc3ccccc23)C[C@@H](OCCCCO)O1
  A = 0.0% | B = -12% | C = -5 | D = nt | E = -0.8 | F = -1 | G = -3 | H = 4 | I = -4

7	CCc1nc2scc(-c3cccs3)c2c(=O)o1
  A = 3.7% | B = -5% | C = 14 | D = 6 | E = 0.3 | F = -1 | G = 12 | H = 0 | I = -18

8	CC(C)=C1C(=O)NN(c2ccc(C)c(Cl)c2)C1=O
  A = 1.3% | B = -1% | C = -11 | D = 4 | E = 0.2 | F = -2 | G = 11 | H = 0 | I = 4

9	COc1ccc(NC(=O)CC(NCc2ccccn2)C(=O)O)cc1 (stereo not drawn)
  A = 1.5% | B = -3% | C = 2 | D = 20 | E = 0.1 | F = 4 | G = nt | H = 1 | I = -3

10	Cn1nc([N+](=O)[O-])nc1Oc1ccccc1C(=O)N1CCOCC1
  A = -1.9% | B = -3% | C = 0 | D = -11 | E = 1.4 | F = -3 | G = -4 | H = 3 | I = 4

Whole records as entered above:
Profile of COC(=O)c1cc(NC2c3ncccc3C(=O)N2Cc2ccccc2)cc(C(=O)OC)c1 (stereo not drawn) → RXFP1 ag: 2.0%; Anesthetic bind: -11%; D1 potentiator: -6; RXFP1 antag: 0; TRHR agonist: 0.2; TRHR PAM: 4; D2 PAM: -2; D1 ag: 1; D1 antagonist: -2
Profile of O=C(NCc1nc2ccccc2[nH]1)C1=C[C@@H](c2csc3ccccc23)C[C@@H](OCCCCO)O1 → RXFP1 ag: 0.0%; Anesthetic bind: -12%; D1 potentiator: -5; RXFP1 antag: nt; TRHR agonist: -0.8; TRHR PAM: -1; D2 PAM: -3; D1 ag: 4; D1 antagonist: -4
Profile of CCc1nc2scc(-c3cccs3)c2c(=O)o1 → RXFP1 ag: 3.7%; Anesthetic bind: -5%; D1 potentiator: 14; RXFP1 antag: 6; TRHR agonist: 0.3; TRHR PAM: -1; D2 PAM: 12; D1 ag: 0; D1 antagonist: -18

The list continues:
Keys – A = RXFP1 ag; B = Anesthetic bind; C = D1 potentiator; D = RXFP1 antag; E = TRHR agonist; F = TRHR PAM; G = D2 PAM; H = D1 ag; I = D1 antagonist
11	CCCCN(C(=O)COC(=O)c1nc2nccc(C)n2n1)C1CCS(=O)(=O)C1 (stereo not drawn)
  A = 14% | B = nt | C = nt | D = 2 | E = 0.5 | F = 2 | G = 6 | H = 2 | I = 26

12	COc1ccc(Cl)cc1NC(=O)c1cccnc1
  A = -0.4% | B = -5% | C = -7 | D = 35 | E = -0.2 | F = -1 | G = -5 | H = 0 | I = 7

13	Cc1ccc(CNC(=O)COC(=O)c2nc(-c3ccccc3)oc2C)cc1
  A = -1.2% | B = nt | C = -2 | D = -5 | E = 0.0 | F = 5 | G = 9 | H = -1 | I = -28

14	Cc1ccc2cc(C)c(SCC(=O)Nc3ccc(S(=O)(=O)N4CCCC4)cc3)nc2c1
  A = 0.0% | B = 7% | C = -8 | D = 5 | E = 0.2 | F = 10 | G = -15 | H = 2 | I = 0

15	COc1ccc(CN2CCCC(CNC(=O)c3ccc(F)cc3)C2)cc1OC (stereo not drawn)
  A = 2.9% | B = -7% | C = -3 | D = -5 | E = 1.0 | F = 12 | G = 2 | H = 3 | I = -5

16	N#C/C(=C\c1ccc(OCc2ccc(F)cc2)cc1)C(=O)Nc1cccc(C(=O)O)c1
  A = 3.4% | B = -8% | C = -6 | D = -32 | E = -0.2 | F = 4 | G = 5 | H = 5 | I = 10

2 of these compounds, set out differently:
Each structure is followed by: RXFP1 ag | Anesthetic bind | D1 potentiator | RXFP1 antag | TRHR agonist | TRHR PAM | D2 PAM | D1 ag | D1 antagonist
14. Cc1ccc2cc(C)c(SCC(=O)Nc3ccc(S(=O)(=O)N4CCCC4)cc3)nc2c1
    0.0% | 7% | -8 | 5 | 0.2 | 10 | -15 | 2 | 0
15. COc1ccc(CN2CCCC(CNC(=O)c3ccc(F)cc3)C2)cc1OC (stereo not drawn)
    2.9% | -7% | -3 | -5 | 1.0 | 12 | 2 | 3 | -5

Pulled by compound from the list above, two records:
Keys – A = RXFP1 ag; B = Anesthetic bind; C = D1 potentiator; D = RXFP1 antag; E = TRHR agonist; F = TRHR PAM; G = D2 PAM; H = D1 ag; I = D1 antagonist
12	COc1ccc(Cl)cc1NC(=O)c1cccnc1
  A = -0.4% | B = -5% | C = -7 | D = 35 | E = -0.2 | F = -1 | G = -5 | H = 0 | I = 7

14	Cc1ccc2cc(C)c(SCC(=O)Nc3ccc(S(=O)(=O)N4CCCC4)cc3)nc2c1
  A = 0.0% | B = 7% | C = -8 | D = 5 | E = 0.2 | F = 10 | G = -15 | H = 2 | I = 0

An excerpt; count on the stated rates, not on these rows.
